Screening results from PubChem BioAssay.
CAL PDZ FP = human CAL PDZ-peptide interaction inhibition. AID 504414. inhibition, % at 20 µM. hit rate 0.02% among 330,000. purified CAL PDZ, TMR-peptide fluorescence polarization, 1 h. Q9HD26;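 active = highest replicate inhibition of at least 40%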;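 note: plate controls were DMSO neutral control wells for no effect and unlabeled competitor peptide control wells for full effect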
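Control set: unlabelled peptide and DMSO controls / Material: purified CerCALP PDZ construct / Timing: 1 h incubation at room temperature before polarization reading / Doses: 20 µM, one dose / Detection: fluorescence polarization (mP)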
Wnt act = activates Wnt/beta-catenin signaling in a reporter cell assay; activator, plate reader; activation, % at 9.35 µM; hit rate 1.2% among 300,000; in the data active = activation above about 30%, passing the limit was not always enough; inconclusive = no clear call, values can overlap the other calls;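 note: 0% = neutral control wells and 100% = positive control wells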
PvdQ inh = blocks Pseudomonas aeruginosa PvdQ acylase activity; purified PvdQ acylase, fluorescence plate reader; inhibition, % at 10 µM; hit rate 0.063% among 340,000; AID 488965; in the data active = inhibition above about 30%, passing the limit was not always enough; inconclusive = no clear call, values can overlap the other calls;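 note: 0% = vehicle neutral wells and 100% = reference inhibitor wells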
Ecoli viability = bacterial growth inhibition, counter-screen for AddAB inhibitors; hit rate 0.27% among 330,000; E. coli V3065 growth, OD600 absorbance, 18 h; inhibition, % at 11.9 µM;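 active = inhibition above the campaign's mean inhibition across all tested compounds plus 3 SD, cut at about 9.9% in these data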;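 note: uninfected addAB+ strain grown without phage in ampicillin broth; 0% = DMSO wells and 100% = ciprofloxacin 0.95 µg/ml wells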
phage Ecoli inh = E. coli growth loss with phage present; hit rate 0.26% among 360,000; inhibition, % at 11.9 µM; AID 651602; growth absorbance; in the data active = inhibition above about 11%
PfHsp90 yeast 2 = reduces growth (ATP signal) of yeast expressing P. falciparum Hsp90; inhibition, % at 9.4 µM; S. cerevisiae expressing PfHsp90, BacTiter-Glo ATP, 48 h; yeast lacking PDR1 and PDR3 efflux regulators; hit rate 0.32% among 310,000;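 active = every replicate shows inhibition above about 80%, whatever the replicate mean, limit read from the data; inconclusive = mean inhibition reaches the set limit but some replicate falls short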;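 note: 0% = DMSO neutral controls and 100% = 20 µM radicicol positive controls; yeast relying on Plasmodium falciparum Hsp90 in place of its own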
DAGLB inh = diacylglycerol lipase beta (human) inhibition | Q8NCG7 | HEK293T DAGLB membrane lysate, EnzChek fluorogenic substrate | inhibition, % at 5.17 µM | hit rate 0.059% among 340,000 | AID 504411; in the data active = inhibition above about 34%;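 note: 0% = enzyme with vehicle and 100% = wells lacking enzyme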
Target sequence (Q8NCG7 whole entry, looked up): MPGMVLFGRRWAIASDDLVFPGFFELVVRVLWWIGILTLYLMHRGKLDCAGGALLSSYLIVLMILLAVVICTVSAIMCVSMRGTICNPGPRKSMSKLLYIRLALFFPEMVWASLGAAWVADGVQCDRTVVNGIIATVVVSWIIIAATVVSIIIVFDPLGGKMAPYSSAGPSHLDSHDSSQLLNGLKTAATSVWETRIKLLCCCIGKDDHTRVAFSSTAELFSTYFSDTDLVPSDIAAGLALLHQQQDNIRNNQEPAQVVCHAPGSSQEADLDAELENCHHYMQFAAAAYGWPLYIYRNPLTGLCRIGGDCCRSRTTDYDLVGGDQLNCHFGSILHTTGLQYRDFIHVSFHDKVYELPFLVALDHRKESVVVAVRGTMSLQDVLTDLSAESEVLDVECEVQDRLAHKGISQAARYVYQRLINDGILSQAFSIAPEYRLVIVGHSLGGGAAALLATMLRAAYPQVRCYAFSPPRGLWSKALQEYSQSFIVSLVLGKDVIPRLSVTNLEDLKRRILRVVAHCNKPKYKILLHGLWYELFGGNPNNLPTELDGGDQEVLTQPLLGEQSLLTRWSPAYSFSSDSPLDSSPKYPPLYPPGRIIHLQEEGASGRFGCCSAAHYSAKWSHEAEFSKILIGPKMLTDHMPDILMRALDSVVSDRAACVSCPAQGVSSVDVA
AddAB inh = less growth of phage-infected E. coli with AddAB; E. coli expressing H. pylori AddAB, absorbance growth; AID 435030; inhibition, % at 11.9 µM; hit rate 0.29% among 330,000; in the data active = inhibition above about 12%;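 note: 0% = vehicle wells of infected cells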
Rtt109 Vps75 = blocks Candida albicans Rtt109/Vps75 acetyltransferase activity | inhibition, % at 34.9 µM | Q5AAJ8 | purified Rtt109/Vps75, ThioGlo CoA-SH fluorescence, 4 h | hit rate 0.16% among 330,000 | AID 540336;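 active = inhibition of at least 50% in every replicate; inconclusive = best replicate reaches 50% inhibition but some replicates fall short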
Target sequence (Q5AAJ8 whole entry, looked up): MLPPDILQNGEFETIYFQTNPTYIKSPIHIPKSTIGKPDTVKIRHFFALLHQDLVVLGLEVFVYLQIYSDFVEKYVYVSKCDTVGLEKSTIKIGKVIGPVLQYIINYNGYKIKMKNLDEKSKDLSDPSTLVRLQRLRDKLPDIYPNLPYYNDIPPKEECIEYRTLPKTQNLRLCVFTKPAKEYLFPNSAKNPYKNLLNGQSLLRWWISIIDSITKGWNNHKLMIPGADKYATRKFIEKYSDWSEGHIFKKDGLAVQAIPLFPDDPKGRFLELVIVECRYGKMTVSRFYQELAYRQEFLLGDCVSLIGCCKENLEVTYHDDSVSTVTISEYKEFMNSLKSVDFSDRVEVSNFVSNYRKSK
Tat transport = blocks Tat-dependent protein export in E. coli | E. coli MC4100 TorA-mCherry Tat export, fluorescence | inhibition, % at 10 µM | hit rate 0.036% among 340,000;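 active = mean replicate inhibition at least 50% and at least half of replicates individually reaching 50%; inconclusive = only one of the two criteria met; inactive = neither criterion met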;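 note: exported cargo escapes ClpAP degradation while cytoplasmic cargo is degraded and loses fluorescence; 0% = median of neutral control wells and 100% = median of NaSCN control wells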
Starred values were filed as active, the others as inactive; ? = inconclusive; . = not tested or not shown.

SMILES	CAL PDZ FP	Wnt act	PvdQ inh	Ecoli viability	phage Ecoli inh	PfHsp90 yeast 2	DAGLB inh	AddAB inh	Rtt109 Vps75	Tat transport
COCCN(CC(=O)Nc1ccc(F)cc1)S(=O)(=O)c1ccc(S(=O)(=O)N2CCCC2)cc1	-0.9	-5	-9	-0.9	3.7	7	-4	0.4	-7	-6
Cc1ccc(N=C2NC(=O)c3cccc([N+](=O)[O-])c32)cc1	0.2	-8	9	1.6	1.9	14	0	-0.1	2	3
Cc1cccc(C(=O)NCC(=O)Nc2ccncc2)c1	-1.4	1	-12	-2.6	3.0	.	1	-0.4	-2	-3
COc1cccc(-c2nnc(SCC(N)=O)n2-c2ccc(Cl)cc2)c1	-3.1	-1	-4	2.7	3.6	-2	-1	1.5	-4	1
COc1ccc(NC2CCCCC2NS(=O)(=O)c2ccc(C)cc2)cc1 (stereo not given)	-1.9	-4	-11	-0.8	2.0	-28	2	-0.3	-4	7
O=S(=O)(O)c1cc(O)c(N=Nc2ccc(O)cc2O)c2ccccc12	2.9	-5	-17	.	-1.9	19	32	.	0	9
O=C(N1CCCCC1)N1CCN(C(=O)N(c2ccccc2)c2ccccc2)CC1	-0.5	-2	-12	0.0	2.4	-5	0	-0.1	-20	-5
O=C(C[C@H]1C[C@H](C(=O)N2CCOCC2)[C@@]2(CCC3CCCC3)c3[nH]c4ccc(Cl)cc4c3CCN2C1=O)NCc1ccco1	1.0	-6	9	-1.4	-0.9	2	-1	0.7	3	1
COc1ccccc1NC(=O)NNC(=O)CCc1ccccc1	-3.1	0	-7	1.2	-2.4	-8	1	0.5	-7	-7
CCN1CCCc2cc(CN(CCN3CCOCC3)C(=S)Nc3ccccc3C)ccc21	0.4	-3	-13	1.8	4.9	14	0	1.4	-1	-1
CCOC(=O)c1ccc(NC(=O)CCn2c(=O)oc3ccccc32)cc1	0.0	0	-6	-1.2	1.5	-5	-5	0.3	8	6
O=C(OCc1ccc([N+](=O)[O-])cc1)C1CC(=O)N(Cc2ccccc2Cl)C1 (stereo not given)	0.9	-1	-10	-1.8	-1.8	9	-2	1.5	-1	-3
CCn1c(=O)cc(SCC(=O)Nc2ccc(OC)c(OC)c2)c2ccccc21	-3.3	.	-2	0.7	0.5	.	1	-1.2	4	21
CC1CCCCN1Cc1ccc(-c2nnn(CC(=O)NC3CCCCC3)n2)cc1 (stereo not given)	-2.4	28	11	-1.8	1.4	.	-2	3.1	2	-4
COc1ccc(C(=O)NCc2ccco2)cc1S(=O)(=O)N1CCOCC1	-0.1	-2	-19	-1.8	1.3	-8	1	1.3	-17	2
COC(=O)C1=C(C)NC2=C(C(=O)CC(c3cccs3)C2)C1c1ccsc1 (stereo not given)	-2.5	.	-5	2.9	2.1	.	-6	-0.5	-7	-4
COc1ccc([N+](=O)[O-])cc1NS(=O)(=O)c1cc(C(=O)NCc2cccnc2)ccc1Cl	-0.9	-2	-7	0.0	1.8	-10	4	3.2	6	-2
O=C1C2=C(c3ccccc31)[N+](=O)C1CCCCC1N2[O-] (stereo not given)	-0.8	.	-4	0.4	4.8	27	2	4.9	-2	5
CCCC(=O)Nc1ccc(C(=O)NCCc2ccc(F)cc2)cc1	-0.9	8	-13	-1.6	1.3	18	0	3.2	2	-1
Cc1c(Br)c(-c2n[nH]c(=S)n2Cc2ccco2)nn1C	-1.8	.	-9	-0.6	4.2	2	2	-0.9	6	-3
O=C(CCC(=O)N1CCN(c2ccccc2)CC1)Nc1nnc(C2CCCCC2)s1	-0.5	5	18	2.3	-0.7	-4	-1	1.6	-2	2
CS(=O)(=O)Nc1ccc(C(=O)NCCSCc2ccccc2)cc1	-0.2	-2	-13	-0.8	6.6	5	2	1.8	-1	3
O=C(CCC(=O)N1CCN(c2cccc(Cl)c2)CC1)N1CCN(c2ccccc2)CC1	-0.7	0	-3	0.9	0.3	5	-4	4.6	12	0
COc1ccc(CN2CC(C(=O)NCC3CCCO3)CC2=O)cc1 (stereo not given)	-0.4	-4	-5	-0.3	-1.2	11	-2	0.4	-1	4
CC(C)c1cc(C(=O)O)c2cnn(C(C)C)c2n1	-2.4	-2	2	-1.2	3.5	-2	1	3.5	0	-7
SMILES	CAL PDZ FP	Wnt act	PvdQ inh	Ecoli viability	phage Ecoli inh	PfHsp90 yeast 2	DAGLB inh	AddAB inh	Rtt109 Vps75	Tat transport
Cc1ccc(NC(=S)Nc2nc(CC(=O)Nc3ccccc3)cs2)cc1	-1.0	2	-11	-1.9	-0.3	-23	2	1.1	0	-2
Cc1ccc(C(C(=O)NC2CCCC2)N(C(=O)Cc2cccs2)c2cccc(C)c2C)o1 (stereo not given)	-3.3	.	-8	0.4	1.0	6	-7	3.1	-1	20
CCN(Cc1nc2ccccc2c(=O)[nH]1)C(=O)c1cc2c(s1)CCCCC2	-1.1	0	2	-1.2	2.3	3	-3	0.9	2	-13
Cc1ccc(C)c(N2CCN(C(=O)C3CCCN(S(=O)(=O)c4cnc[nH]4)C3)CC2)c1 (stereo not given)	-0.2	-4	-11	-1.3	1.2	0	1	3.1	1	5
O=C(/C=C/c1ccccc1)N/C(=C/c1ccccc1)C(=O)N1CCOCC1	0.8	.	8	-0.3	3.1	-7	-1	2.4	3	6
CC(=O)c1ccc(NC(=O)C2CCN(S(=O)(=O)c3cccc4nonc34)CC2)cc1	-2.2	-3	-10	2.3	1.4	18	-1	3.4	0	3
COc1ccc(C(=O)/C=C/C(=O)N(CC(=O)NCCC(C)C)Cc2cccs2)c(O)c1	1.7	-1	8	.	4.0	46	4	.	8	1
COc1cc(C)c(C2NC(=O)c3ccccc3N2)cc1C (stereo not given)	-1.0	3	-22	.	1.5	-7	-1	.	-3	6
Cc1ccc(C)c(Oc2coc3cc(O)ccc3c2=O)c1	-0.6	1	-6	0.0	-0.5	12	-3	0.5	1	-4
CC(=O)Nc1ccc(NC(=O)c2ccc([N+](=O)[O-])cc2Cl)cc1	0.1	3	1	-0.3	6.2	-20	0	1.7	8	3
COc1ccc(NC(=S)N(CCC(C)C)C2CCN(C(C)=O)CC2)cc1	0.5	3	0	2.2	0.8	10	-1	3.4	2	-2
Cc1nnc(SCCC(=O)Nc2nc(-c3ccccc3)ns2)s1	-1.4	.	-5	1.0	2.4	.	0	-0.5	1	-1
O=C(Cc1cccc(NC(=O)C2CCCN(C(=O)C3CCCCC3)C2)c1)Nc1ccc(C(=O)N2CCOCC2)cc1 (stereo not given)	1.7	-3	0	.	3.6	1	-4	.	3	0
Cc1cc(OC(F)F)ccc1NC(=S)NC1CCCC1	-2.0	3	-17	.	0.8	-17	2	.	-4	-7
NS(=O)(=O)c1cccc(NC(=O)CSc2n[nH]c(-c3cccs3)n2)c1	-0.2	-1	-9	0.0	0.0	23	0	1.7	-4	14
C=CCN1CCN(C(=O)c2ccc(-c3ccccc3)cc2)CC1	-1.3	2	-8	0.3	0.2	1	-5	3.5	-3	8
Cc1c(Cl)cccc1NC(=O)COC(=O)CN1C(=O)NC(C)(C)C1=O	-0.9	5	-12	1.1	0.5	11	0	2.1	1	0
CCCc1cc(=O)[nH]c(SCc2ccc(F)cc2)n1	-3.0	-1	-10	-2.1	0.9	-9	-4	0.2	-1	7
CN(C)c1nn(C(=O)Nc2ccc(Cl)cc2Cl)cc1-c1ccccc1	0.8	.	-8	1.4	1.9	-12	-5	1.8	-3	0
O=S(=O)(CCSc1ccccn1)c1nc2ccccc2s1	-2.8	1	-13	1.1	2.6	-114	0	1.3	5	0
CCCCCCC1C(C#N)=C(N)OC2=C1C(=O)CCC2 (stereo not given)	-0.9	2	-11	1.4	2.1	-6	1	0.2	-9	7
CCOc1ccc(N(C(C)C(=O)NC2CCCCCC2)S(C)(=O)=O)cc1 (stereo not given)	-0.5	-1	10	4.1	2.2	-5	-4	1.9	0	4
O=C(NN1C(=O)/C(=C/c2cccs2)SC1=S)c1ccccc1	-0.5	.	2	-0.8	.	-49	1	6.7	-1	3
CCCNC(=O)c1cc(C)no1	-1.6	-3	3	-2.1	2.3	-10	6	1.0	-5	?
O=S(=O)(Nc1ccc(Br)cc1)c1cccc2cccnc12	-2.7	0	-2	-0.5	2.5	-6	-3	0.5	5	3
SMILES	CAL PDZ FP	Wnt act	PvdQ inh	Ecoli viability	phage Ecoli inh	PfHsp90 yeast 2	DAGLB inh	AddAB inh	Rtt109 Vps75	Tat transport
Cc1cc(SCC(=O)c2ccccc2)nc(SCC(=O)c2ccccc2)n1	-2.8	3	8	2.3	-1.2	-12	-9	2.4	-7	0
Cc1cc(C)c(S(=O)(=O)NC2CC(C)(C)NC(C)(C)C2)cc1C	-2.3	-1	-26	1.3	-0.3	-10	0	3.4	7	-7
Cn1c(-c2ccccc2)cnc1SCC(N)=O	-3.5	.	-5	2.5	3.4	.	1	-0.1	-2	-2
Cc1ccc(NC(=O)c2ccc3c(c2)OCCO3)cc1C	-5.1	11	-13	-2.8	0.7	14	-4	3.6	6	-13
CCOc1ccc(-c2nnc(N)s2)cc1	-2.7	.	-15	3.1	0.4	-45	0	2.1	.	1
CCn1c2ccccc2c2nnc(SCC(=O)Nc3ccc4c(c3)OCO4)nc21	-1.4	.	-9	-2.2	-1.4	18	2	0.3	1	2
Nc1c(/C=C2/C=CC(=O)C(O)=C2)c(=O)nc2sc(CC(=O)N3CCCCC3)nn12	-1.9	-4	-4	-2.5	-1.1	19	5	-2.4	-2	-2
O=C(c1ccc(Cl)c([N+](=O)[O-])c1)N1CCCc2ccccc21	0.3	-1	-7	-1.0	2.8	7	-3	-0.1	3	5
COCCNC(=O)C(c1ccc(C)o1)N(Cc1cccs1)C(=O)c1snc(C(N)=O)c1N (stereo not given)	0.0	.	-16	1.6	0.5	28	2	0.6	-1	9
COc1ccc(S(=O)(=O)Nc2cccc(S(=O)(=O)N3CCCCCC3)c2)cc1	-1.1	0	-22	1.3	1.5	-14	-5	-1.0	7	3
Cc1cccc(C)c1NC(=O)N1CCN(C2CCCCC2)CC1	-0.6	.	-7	-1.4	2.4	-46	0	-0.8	7	0
CC(=O)Nc1oc(-c2cccc3ccccc23)nc1C#N	-1.7	1	-11	0.7	1.6	3	0	2.3	-2	2
C/C(N)=C(/C#N)C(=O)CSc1nc2cc(Cl)ccc2s1	-2.3	.	0	-2.1	4.0	.	0	0.6	-2	2
Cc1nc2ccc(-c3ccccc3)cc2o1	-1.0	0	-8	-1.6	-1.4	11	-4	2.0	0	1
Brc1cccc(-c2nnc3sc(CNCc4ccco4)cn23)c1	-3.2	-1	-1	-4.3	4.7	-4	-2	-2.7	8	-2
CC(C)CNC(=O)C(=O)NCC1OCCCN1S(=O)(=O)c1ccc2c(c1)OCCO2 (stereo not given)	-2.1	-2	-10	1.8	2.3	10	1	1.0	0	0

4 of these compounds, reformatted.
canonical_smiles,CAL PDZ FP,Wnt act,PvdQ inh,Ecoli viability,phage Ecoli inh,PfHsp90 yeast 2,DAGLB inh,AddAB inh,Rtt109 Vps75,Tat transport
Cc1cc(C)c(S(=O)(=O)NC2CC(C)(C)NC(C)(C)C2)cc1C,-2.3,-1,-26,1.3,-0.3,-10,0,3.4,7,-7
Cn1c(-c2ccccc2)cnc1SCC(N)=O,-3.5,.,-5,2.5,3.4,.,1,-0.1,-2,-2
Cc1ccc(NC(=O)c2ccc3c(c2)OCCO3)cc1C,-5.1,11,-13,-2.8,0.7,14,-4,3.6,6,-13
CCOc1ccc(-c2nnc(N)s2)cc1,-2.7,.,-15,3.1,0.4,-45,0,2.1,.,1
